p53 reactivator: mutant p53 re-activation in reporter cells. H1299 p53-A138V BP100-luciferase reporter, luminescence, 24 h. actives 0.063% (n = 320,000). Potency, µM (top dose mostly 92.2 µM), for the others: top-dose activity change, positive = activation, usual class: activators; also: % of control where 0% means no effect; nearly all actives have a fitted effect of over 45% in size
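p53-null H1299 cells stably carrying temperature-sensitive p53-A138V and a BP100-luciferase reporter were pinned with compounds (4-point, 1:5 series) and held 24 hrs at 37 deg C. Luminescence was read 10 min after detection reagent.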
Rab9 prom act: Rab9 promoter activation. Huh7 Rab9 promoter-luciferase reporter, luminescence, 24 h. Potency, µM (top dose mostly 9.22 µM), for the others: at the highest dose activation, negative = inhibition, usual class: activators. actives 2.8% (n = 320,000). AID 485297; also: % of control where 0% means no effect; nearly all actives have a fitted effect of over 60% in size
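Stable Rab9-luc Huh7, 1500 cells/well, 2 h settle; cmpd in DMSO, 24 h, 37 °C/5% CO2; luciferase reagent 10 min RT; luminescence.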
MBNL1 CUG block: inhibitors of human MBNL1 binding to CUG repeat RNA; AID 2675; Q9NR56; TR-FRET MBNL1-His/biotin-(CUG)12 binding, 665/545 ratio; Potency, µM (top dose mostly 57.5 µM), for the others: top-dose activity change, negative = inhibition, most hits filed as inhibitors; actives 0.036% (n = 280,000); active = well fitted inhibition curve with a large enough effect in the signal ratio, with a control signal flat, not every such curve was filed as active; inconclusive = small, poorly fitted or top-dose-only effect, or effect the other way, or a change in a side signal; inactive = no such curve, though single readings can be large or run the other way; the % refers to the signal ratio; also: % is scaled to controls: 0 for no effect and ±100 for the full control effect
Target sequence (Q9NR56 whole entry, looked up): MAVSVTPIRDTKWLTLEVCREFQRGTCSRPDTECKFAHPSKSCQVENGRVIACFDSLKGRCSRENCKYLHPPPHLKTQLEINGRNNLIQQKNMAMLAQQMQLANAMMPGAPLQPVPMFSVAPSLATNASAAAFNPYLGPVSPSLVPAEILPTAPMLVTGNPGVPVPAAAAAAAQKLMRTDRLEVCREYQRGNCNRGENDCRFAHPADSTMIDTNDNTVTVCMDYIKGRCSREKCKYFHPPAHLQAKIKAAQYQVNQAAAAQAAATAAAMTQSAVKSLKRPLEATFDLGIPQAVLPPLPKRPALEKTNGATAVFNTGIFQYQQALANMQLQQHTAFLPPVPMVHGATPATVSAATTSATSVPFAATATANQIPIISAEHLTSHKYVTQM
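TR-FRET between His-tagged MBNL1 and biotin-(CUG)12 RNA, detected with Tb anti-His antibody (0.055 ng/ul) and streptavidin-XL665 (5 nM), 60 min at room temperature. Compounds titrated 92 nM to 58 uM; 665/545 nm ratio normalized to buffer and complex controls.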
NPC1 prom act: activates the NPC1 promoter; Huh7 NPC1 promoter luciferase reporter, 24 h; Potency, µM (titrated, usually from 9.22 µM), for inactives: top-dose activation, actives largely listed as activators; actives 2.4% (n = 320,000); AID 485313;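 also: % of control where 0% means no effect; nearly all actives have a fitted effect of over 60% in size; reporter is driven by a mutant NPC1 promoter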
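Stably transfected Huh7 (NPC1 promoter→luciferase), 1500 cells/well in Opti-MEM + 10% FBS, 2 h settle, then compound 24 h at 37 °C. Luminescence after 10 min with Amplite reagent.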
FLuc modulator: firefly luciferase modulation, counter-screen for miR-21 project; P08659; purified FLuc, Km substrates, luminescence inhibition; Potency, µM (titrated, usually from 57.5 µM), for the others: at the top dose activity change, negative = inhibition, actives largely listed as inhibitors; actives 6.9% (n = 360,000); AID 588342;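 also: plate controls were vehicle for no effect and reference inhibitor for full effect; nearly all actives have a fitted effect of over 55% in size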
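Purified P. pyralis luciferase (10nM final) with 10uM D-luciferin and 10uM ATP (Km levels) in 50mM Tris acetate pH 7.5, 10mM Mg acetate, 0.01% Tween-20, 0.05% BSA; qHTS 6-point titration, ~60 µM downward; luminescence read.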
BRCA1 expr up: activators of BRCA1 expression; actives 1.1% (n = 380,000); Potency, µM (highest dose often 46.1 µM), inactives show at the top dose activation, usual class: activators; MCF7-BRCA1-FFLuc reporter, luminescence, 48 h; response scale: scaled: vehicle 0%, 10 µM genistein 100%; also: nearly all actives have a fitted effect of over 80% in size; some results filed as inactive show a strong effect at the top dose
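MCF7-BRCA1-FFLuc cells, 2000/well in phenol-red-free MEM, attached 2 h then treated 48 h at 37 C. Luciferase luminescence read 15 min after reagent; normalized to genistein maximum activation (10microM) and DMSO, concentration-response fitted.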
RORg inh: ROR gamma (mouse) transcription inhibition; P51450; Drosophila S2 Gal4-RORgamma UAS-luciferase reporter, 20 h; Potency, µM (titrated, usually from 53.6 µM), inactives show at the top dose activity change, negative = inhibition, hits mostly inhibitors; actives 5.4% (n = 310,000); AID 2551; also: % is scaled to controls: 0 for no effect and ±100 for the full control effect; nearly all actives have a fitted effect of over 60% in size
Target sequence (P51450 whole entry, looked up, the tested form may be a part): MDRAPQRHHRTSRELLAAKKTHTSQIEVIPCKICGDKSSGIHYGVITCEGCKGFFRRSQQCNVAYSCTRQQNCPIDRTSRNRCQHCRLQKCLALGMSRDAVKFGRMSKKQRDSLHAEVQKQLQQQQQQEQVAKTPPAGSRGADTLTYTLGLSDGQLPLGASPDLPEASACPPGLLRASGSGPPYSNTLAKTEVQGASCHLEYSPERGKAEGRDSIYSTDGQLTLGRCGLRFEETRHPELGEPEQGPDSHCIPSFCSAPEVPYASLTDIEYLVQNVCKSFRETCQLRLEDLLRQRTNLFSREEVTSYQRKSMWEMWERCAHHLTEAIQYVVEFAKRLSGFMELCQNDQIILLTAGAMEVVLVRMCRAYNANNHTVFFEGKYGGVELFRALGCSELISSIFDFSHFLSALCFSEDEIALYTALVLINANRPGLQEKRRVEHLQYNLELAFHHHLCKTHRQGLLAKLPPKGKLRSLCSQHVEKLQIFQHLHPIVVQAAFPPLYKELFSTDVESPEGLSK
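Luminescence from a UAS-regulated Photinus luciferase reporter in stably transfected Drosophila Schneider cells is measured; decreased signal marks ROR gamma inhibition. Fusion expression is induced by 700 uM copper sulfate for 20 hr.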
ELG1 genotox: genotoxicity induction in ELG1-luciferase HEK293T cells | HEK293T ELG1-luciferase reporter, luminescence, 16 h | Potency, µM (series often up to 46 µM), for inactives: top-dose activity change, positive = activation, hits mostly activators | actives 1.3% (n = 330,000); also: % of control where 0% means no effect; nearly all actives have a fitted effect of over 60% in size
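HEK293T cells expressing luciferase-tagged ELG1 were treated with compound or DMSO for 16 hr at 37°C. Luciferase activity was then read after 30 min with ONE-Glo at room temperature; rising signal flags genetic stress.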
VP16 counter: Gal4-VP16 reporter inhibition counter-screen. Potency, µM (titrated, usually from 53.6 µM), without a hit: at the top dose activity, negative = inhibition, actives largely listed as inhibitors. AID 2546. Drosophila S2 Gal4-VP16 UAS-luciferase, luminescence, 20 h. actives 3.5% (n = 310,000);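 also: Gal4-VP16 expression switched on by copper sulfate through the metallothionein promoter; % is scaled to controls: 0 for no effect and ±100 for the full control effect; nearly all actives have a fitted effect of over 50% in size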
MLL CXXC-DNA inh: MLL CXXC-DNA interaction inhibition | Q03164 | MLL-CXXC / FITC-HOXA9 DNA fluorescence polarization | Potency, µM (titrated, usually from 115 µM), for inactives: at the highest dose activity change, negative = inhibition, usual class: inhibitors | actives 0.037% (n = 290,000); active = well fitted inhibition curve with a large enough effect in the polarisation, with a control signal flat, not every such curve was filed as active; inconclusive = small, poorly fitted or top-dose-only effect, or effect the other way, or a change in a side signal; inactive = no such curve, though single readings can be large or run the other way; the % refers to the polarisation
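Steps: dispense CXXC domain solution (7 uM) → pin compounds or unlabeled HOX-A9 DNA control → 5 min ambient → add FLSN-HOX-A9 solution (50 nM) → spin → 30 min ambient → fluorescence polarization. Tris pH 7.5/NaCl/DTT/BSA buffer.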
uPA generation: cell surface uPA generation inhibition | cell surface uPA generation assay, qHTS | Potency, µM (highest dose often 38.3 µM), for inactives: at the highest dose activity change, negative = inhibition, actives largely listed as inhibitors | actives 0.31% (n = 330,000); active = well fitted inhibition curve with a large enough effect; inconclusive = small, poorly fitted or top-dose-only effect; inactive = no such curve, though single readings can be large or run the other way; tested in mouse RAW 264.7 cells; also: % is scaled to controls: 0 for no effect and ±100 for the full control effect; nearly all actives have a fitted effect of over 55% in size
Numbers without * were called inactive; ? = inconclusive; . = not tested or not shown; & = joins results of further samples; ! = a repeat was not active; [ ] = remark or other dose. Unless noted, calls follow the shape of the dose curve; as a rule, active = well fitted curve in the direction sought with a large enough effect; inconclusive = small, poorly fitted or top-dose-only effect, or another doubt; inactive = no such curve, though single readings can be large; an effect the other way counts as inactive or inconclusive. Potency is read from the fitted curve at half-maximal effect. An excerpt, so the mix of outcomes need not match the whole.

SMILES | p53 reactivator | Rab9 prom act | MBNL1 CUG block | NPC1 prom act | FLuc modulator | BRCA1 expr up | RORg inh | ELG1 genotox | VP16 counter | MLL CXXC-DNA inh | uPA generation
O=c1[nH]c(O)c(N=Nc2cccc(S(=O)(=O)N3CCOCC3)c2)c(=O)[nH]1 | 2.9% | 2.6% | ? | -4.7% | -1.0% | -10.7% | -11.0% | -4.8% | -8.0% | -2.3% | 3.4%
COc1ccc2c(c[n+](C)c3c4cc5c(cc4ccc23)OCO5)c1OC | . | -43.6%[inhibitor][46.1 µM] | . | -35.1%[inhibitor][46.1 µM] | . | . | 7.08µM* | . | 8.91µM*! | ? | .
O=C(Nc1ccc(Cl)c(C(F)(F)F)c1)NC1CC2CCCC(C1)N2Cc1ccccc1 (configuration not stated) | -8.4% | 1.6% | -6.3% | -4.2% | 6.7% | -81.3%[inhibitor] | ? | ? | ? | 54.6%[activator] | -0.3%
COC(=O)C1=C(c2ccc(OC)c(OC)c2)C[C@@H]2CC[C@H]1N2C(=O)NC1Cc2ccccc2C1 | -2.4% | 1.0% | . | 3.4% | ? | 10.6% | . | 7.0% | . | . | -1.1%
Clc1ccc(OCC#CCN2CCOCC2)cc1 | 2.9% | -6.8% | -1.8% | -3.0% | -19.7% | 55.5% | 14.4% | 10.8% | -0.5% | 19.4% | -5.8%
Cc1ccccc1N1C(=O)NC(=O)/C(=C\c2cc(C)n(C)c2C)C1=O | -4.2% | -1.1% | ? | -9.0% | 1.6% | 0.0% | -40.5% | 0.9% | 3.9% | -26.1% | -3.5%
COc1ccccc1-n1c(O)c(/C=C2\C=Nc3ccccc32)c(=O)[nH]c1=O | 4.8% | 0.0% | 13.0% | -1.9% | ? | -19.0% | 5.8% | 5.6% | 2.4% | -25.9% | 10.2%
CC1CCc2c(sc3nc(CSc4n[nH]c(N)n4)[nH]c(=O)c23)C1 (configuration not stated) | 15.6% | 0.5% | . | 13.3% | ? | 26.8% | 30.5% | ? | -27.8% | 8.9% | -1.8%
O=C(CN1CCCCC1)c1ccccc1F | 5.0% | 3.6% | . | -21.7% | 3.0% | 11.5% | -30.3% | -1.3% | -9.3% | 6.6% | 6.1%
OC(CNC1CCCCC1)C(F)(F)F (configuration not stated) | 0.1% | -0.9% | -4.8% | -2.7% | -0.1% | -0.5% | 20.1% | -2.6% | 1.3% | -2.6% | 1.4%
COc1ccc(C(=O)C2CCCN(Cc3ccon3)C2)c(OC)c1 (configuration not stated) | -0.1% | -4.6% | 19.0% | -4.5% | 8.5% | 6.1% | -2.7% | 2.5% | 6.9% | -4.6% | -2.7%
O=C(c1ccc(Cl)cc1)C1CCCN(Cc2ccc3nonc3c2)C1 (configuration not stated) | 1.6% | -7.3% | 13.5% | -1.9% | -2.0% | -10.8% | ? | -3.1% | 3.3% | -10.6% | 11.0%
COc1cc(N2CCOCC2)ccc1/C=C1\C(=O)NC(=O)N(Cc2ccc3c(c2)OCO3)C1=O | 1.2% | -6.5% | -8.2% | -5.9% | 16.9µM* | -17.7% | 28.2% | 1.2% | -8.0% | -18.2% | 3.1%
CC1CCCN(CC(=O)c2ccc(Cl)c(Cl)c2)C1 (configuration not stated) | 0.9% | -5.1% | -2.7% | -4.5% | -3.8% | -1.4% | -0.7% | -2.0% | -11.3% | 9.4% | 7.5%
O=C(CCN1CCN(c2ccccc2)CC1)c1ccc(Br)cc1 | -12.6% | -1.1% | -2.4% | -1.6% | 4.8% | -19.8% | 35.5µM* | 0.1% | ? | 6.7% | -5.5%
COC(=O)C1=C(c2ccc(F)cc2F)C[C@@H]2CC[C@H]1N2C(=O)N1CCCCC1 | 9.0% | -3.2% | . | -5.7% | -1.3% | 0.0% | . | -0.8% | . | . | 11.2%
NC(=Nc1ccccc1)Nc1ccccc1 | -3.2% | -27.9% | -14.0% | -17.4% | -2.1% | -75.5% | 29.3% | ? | -3.8%&-15.2%&-10.0% | ? | 8.6%
O=C(CCc1nnc2ccc(NCc3ccccc3)nn12)N1CCC2(CC1)OCCO2 | -6.5% | -0.7% | -2.5% | 1.4% | 0.9% | -8.3% | -0.8% | 6.0% | -5.9% | -1.7% | 6.7%
CN(C)CC1CCCCC1OC(=O)c1ccc(Cl)c(Cl)c1 (configuration not stated) | -5.7% | -0.1% | -14.6% | -3.1% | 6.9% | -4.8% | -40.6% | -0.2% | -20.2% | 15.0% | 1.6%
CCO[C@H]1OC(C(=O)Nc2ccccc2)=C[C@@H](c2csc3ccccc23)[C@@H]1CCCO | 1.7% | 2.2% | -0.5% | 1.4% | 0.6% | 0.0% | ? | 1.3% | -28.6% | 19.3% | ?
C=CCn1c(O)c(/C=C2/C=c3ccccc3=N2)c(=O)[nH]c1=S | 7.6% | 2.6% | -0.9% | 4.9% | -0.9% | -54.9% | 35.0%[1.91 µM] | ? | ? | ? | -2.2%
C=CCN1C(=O)NC(=O)/C(=C/c2cnc(SC)nc2)C1=O | -11.0% | -3.8% | 4.7% | 0.4% | -16.4% | 3.2% | -21.9% | 1.6% | 0.0% | -24.5% | 1.3%

Grouped by structure, those above containing a Cl atom
SMILES | p53 reactivator | Rab9 prom act | MBNL1 CUG block | NPC1 prom act | FLuc modulator | BRCA1 expr up | RORg inh | ELG1 genotox | VP16 counter | MLL CXXC-DNA inh | uPA generation
O=C(Nc1ccc(Cl)c(C(F)(F)F)c1)NC1CC2CCCC(C1)N2Cc1ccccc1 (configuration not stated) | -8.4% | 1.6% | -6.3% | -4.2% | 6.7% | -81.3%[inhibitor] | ? | ? | ? | 54.6%[activator] | -0.3%
Clc1ccc(OCC#CCN2CCOCC2)cc1 | 2.9% | -6.8% | -1.8% | -3.0% | -19.7% | 55.5% | 14.4% | 10.8% | -0.5% | 19.4% | -5.8%
O=C(c1ccc(Cl)cc1)C1CCCN(Cc2ccc3nonc3c2)C1 (configuration not stated) | 1.6% | -7.3% | 13.5% | -1.9% | -2.0% | -10.8% | ? | -3.1% | 3.3% | -10.6% | 11.0%
CC1CCCN(CC(=O)c2ccc(Cl)c(Cl)c2)C1 (configuration not stated) | 0.9% | -5.1% | -2.7% | -4.5% | -3.8% | -1.4% | -0.7% | -2.0% | -11.3% | 9.4% | 7.5%
CN(C)CC1CCCCC1OC(=O)c1ccc(Cl)c(Cl)c1 (configuration not stated) | -5.7% | -0.1% | -14.6% | -3.1% | 6.9% | -4.8% | -40.6% | -0.2% | -20.2% | 15.0% | 1.6%
